# From PubChem BioAssay
# D2 agonist = agonists of human D2 dopamine receptor; HEK293 T-REx D2 cells, calcium flux agonist mode; activation, % at 2 µM; P14416; 340,000 compounds, 0.53% hits; AID 485358;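 active = activation over 3 SD above normal in the single-dose calcium agonist read, cut at about 30% in these data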; also: 0% is about no effect
#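 Agonism scored from kinetic calcium signal (1 read/sec, 180 s) following compound pin transfer, after a 10 s baseline. Cells: HEK293 Trex line expressing inducible D2 receptor coupled to calcium, dye-loaded after overnight culture at 30 C.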
# TRHR agonist = activates the human TRH receptor | P34981 | TRHR cells, calcium flux fluo-8, FDSS agonist mode | 360,000 compounds, 0.18% hits | activation, % at 2 µM | AID 493084; in the data active = activation above about 30%; also: 0% is about no effect
#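 Read-out: compound-evoked intracellular calcium rise in TRHR cells, fluo-8 dye, kinetic FDSS fluorescence at 1 s/cycle following a 10-cycle baseline. Cells cultured overnight before dye loading (30 min–1.5 h, RT).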
# mIDH1 inhibitor = human IDH1 R132H inhibition; IDH1-R132H enzyme, NADPH consumption, diaphorase/resazurin fluorescence; 390,000 compounds, 0.093% hits; Potency, µM (titrated, usually from 76.6 µM), for inactives: top-dose activity change, negative = inhibition, most hits filed as inhibitors; AID 602179; also: potency is read from the fitted curve at half-maximal effect; % is scaled to controls: 0 for no effect and ±100 for the full control effect; nearly all actives have a fitted effect of over 65% in size
#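 IDH1-R132H (0.5 ug/mL dispensed) in pH 7.5 Tris buffer was preincubated 30 min with compound, then given a substrate mix of 0.016 mM NADPH and 2 mM alpha-KG for 80 min at room temperature; remaining NADPH was read by diaphorase/resazurin fluorescence.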
# Pin1 inhibitor = human Pin1 inhibition; 390,000 compounds, 0.009% hits; Pin1 FP peptide displacement, HiFluor488, 10 min; Q13526; Potency, µM (doses to about 115 µM), for the others: at the highest dose activity, negative = inhibition, actives largely listed as inhibitors; active = well fitted inhibition curve with a large enough effect in the polarisation, with a control signal flat, not every such curve was filed as active; inconclusive = small, poorly fitted or top-dose-only effect, or effect the other way, or a change in a side signal; inactive = no such curve, though single readings can be large or run the other way; the % refers to the polarisation; also: potency is read from the fitted curve at half-maximal effect; % is scaled to controls: 0 for no effect and ±100 for the full control effect
# Target sequence (Q13526 whole entry, looked up): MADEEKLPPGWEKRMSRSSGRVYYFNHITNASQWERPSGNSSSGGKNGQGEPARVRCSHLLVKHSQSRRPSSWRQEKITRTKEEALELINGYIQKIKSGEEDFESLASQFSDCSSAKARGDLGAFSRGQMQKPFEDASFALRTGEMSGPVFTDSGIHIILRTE
# D2 antagonist = antagonizes the human D2 dopamine receptor; 340,000 compounds, 2% hits; AID 485344; P14416; inhibition, % at 10 µM; HEK293 TREx D2 cells, calcium flux, dopamine EC80; in the data active = inhibition above about 30%; also: 0% is about no effect
#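 Calcium mobilization kinetics were recorded at 1 s intervals in tetracycline-induced HEK293 T-REx D2 cells, first for 180 s after compound addition and then 180 s after EC80 dopamine.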
# TrxR1 substrate = is turned over as a substrate by rat TrxR1; O89049; purified TrxR1 substrate turnover, NADPH consumption readout; Potency, µM (titrated, usually from 114 µM), inactives show at the highest dose activity change, negative = substrate turnover; 390,000 compounds, 0.01% hits; also: potency is read from the fitted curve at half-maximal effect; % is scaled to controls: 0 for no effect and ±100 for the full control effect; nearly all actives have a fitted effect of over 50% in size
#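 Rat TrxR1, dispensed at 90 nM, was prereduced with 400 uM NADPH (final) for 5 min at ~22 deg C, then incubated with compound 15 min before 400 uM selenite. A first-read NADPH fluorescence drop versus no-compound background flagged substrates.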
# TrxR1 inh = blocks rat thioredoxin reductase 1. O89049. recombinant rTrxR1, NADPH fluorescence consumption, selenite substrate. Potency, µM (series often up to 114 µM), for inactives: top-dose activity change, negative = inhibition, hits mostly inhibitors. 390,000 compounds, 1% hits. AID 588453; also: potency is read from the fitted curve at half-maximal effect; % is scaled to controls: 0 for no effect and ±100 for the full control effect; nearly all actives have a fitted effect of over 65% in size
#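 Rat TrxR1 (90 nM in the dispensed reagent) was pre-reduced with 400 uM NADPH for 5 min at room temperature, then incubated with compound for 15 min. After 400 uM selenite was added, NADPH fluorescence (Ex 340/Em 450 nm) was followed for 8 min.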
# TRHR PAM = allosterically enhances the human TRH receptor; AID 493056; 360,000 compounds, 0.66% hits; TRHR cells, fluo-8 calcium fluorescence, EC20 TRH enhancement; enhancement, % at 2 µM; in the data active = enhancement above about 30%; also: 0% is about no effect
#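 Enhancer read-out: after compound pinning and an initial kinetic agonist-mode read, an EC20 of TRH (10 nM final) was injected and fluo-8 calcium signal (Ex 480/Em 530) followed at 1 s/cycle for 100 cycles in TRHR-expressing cells.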
# USP1-UAF1 inh = inhibitors of human USP1/UAF1 deubiquitinase. O94782. recombinant USP1/UAF1, Ub-Rhodamine cleavage fluorescence. Potency, µM (doses to about 57.1 µM), for the others: top-dose activity change, negative = inhibition, usual class: inhibitors. 390,000 compounds, 0.23% hits. AID 743255; also: potency is read from the fitted curve at half-maximal effect; % is scaled to controls: 0 for no effect and ±100 for the full control effect; nearly all actives have a fitted effect of over 60% in size; inactives centre near -12
# Target sequence (O94782 whole entry, looked up): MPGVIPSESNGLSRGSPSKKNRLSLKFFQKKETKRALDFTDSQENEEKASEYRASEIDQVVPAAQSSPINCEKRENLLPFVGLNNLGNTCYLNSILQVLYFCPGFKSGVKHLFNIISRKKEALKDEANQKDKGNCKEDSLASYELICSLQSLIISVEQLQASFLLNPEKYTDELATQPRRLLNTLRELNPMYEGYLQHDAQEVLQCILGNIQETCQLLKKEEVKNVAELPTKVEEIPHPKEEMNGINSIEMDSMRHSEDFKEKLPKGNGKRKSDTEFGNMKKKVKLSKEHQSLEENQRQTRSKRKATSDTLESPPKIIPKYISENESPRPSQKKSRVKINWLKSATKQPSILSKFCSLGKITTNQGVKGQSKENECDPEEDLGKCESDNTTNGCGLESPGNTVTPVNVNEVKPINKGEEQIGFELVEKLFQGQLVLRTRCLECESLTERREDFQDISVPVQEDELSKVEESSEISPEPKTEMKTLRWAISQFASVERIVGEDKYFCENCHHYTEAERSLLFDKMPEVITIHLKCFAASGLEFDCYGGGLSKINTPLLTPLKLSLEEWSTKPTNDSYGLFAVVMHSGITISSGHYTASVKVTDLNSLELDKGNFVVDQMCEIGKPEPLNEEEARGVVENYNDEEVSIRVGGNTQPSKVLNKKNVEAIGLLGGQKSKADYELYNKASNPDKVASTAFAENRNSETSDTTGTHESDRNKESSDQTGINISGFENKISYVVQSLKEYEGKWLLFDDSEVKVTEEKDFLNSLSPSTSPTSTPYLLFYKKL
#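 1 nM enzyme complex + cpd, 15 min RT; start with Ub-Rho 150nM final; kinetic fluorescence ex 480/em 540, 6 reads q60 s. Buffer 50mM HEPES pH 7.8, 0.5mM EDTA, 0.1 mg/ml BSA, 1mM TCEP, 0.01% Tween-20.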
# * hit, by the source's call; ? = inconclusive; · = not tested or not shown; & = joins results of further samples; [ ] = another dose, or the depositor's remark. Unless noted, calls follow the shape of the dose curve; as a rule, active = well fitted inhibition curve with a large enough effect; inconclusive = small, poorly fitted or top-dose-only effect; inactive = no such curve, though single readings can be large or run the other way. Only part of the results is shown. The share of hits here may be higher or lower than overall.
SMILES,D2 agonist,TRHR agonist,mIDH1 inhibitor,Pin1 inhibitor,D2 antagonist,TrxR1 substrate,TrxR1 inh,TRHR PAM,USP1-UAF1 inh
CCc1ccc(NC(=O)CC(c2cc(OC)c(OC)c(OC)c2)N2Cc3ccccc3C2=O)cc1 (stereo not given),-1.4,-0.6,-8%,2%,·,0%,7%,3,-19%
Cc1ccc2c(c1)N(S(=O)(=O)c1cc(-c3onc(C)c3C)ccc1C)CCO2,1.4&0.1,0.5&0.9,-2%&0%,2%&6%,1,-2%,23%,0&-6,-10%&-24%
CC(=O)C(Sc1ncnc2sc3c(c12)CCCC3)C(C)=O,0.9,-1.6,-4%,-3%,13,1%[11.4 µM],12%[11.4 µM],-1,-22%
Cc1c(N/C=C(\Cl)C(=O)C(F)(F)F)c(=O)n(-c2ccccc2)n1C,-0.2,-4.0,9%,0%,8,2%[57.1 µM],-5%[57.1 µM],-8,-4%
CCCOc1ccc(Cn2ccnc2)cc1[N+](=O)[O-],0.4,-0.2,7%,5%,-3,4%,3%,13,-4%
CCC(C)N1C(=O)N(C)C2NC(=O)NC21 (stereo not given),0.1,0.2,0%,0%,-9,8%,30%,0,-28%
Cc1cccc(NC(=O)c2ccc([N+](=O)[O-])o2)c1C,0.1,0.0,4%,0%,-2,10%[57.1 µM],-36%,0,-2%
CC(c1ccccc1)C(NC(=O)OCC1c2ccccc2-c2ccccc21)C(=O)O (stereo not given),-1.6,-0.4,-16%,6%,-6,6%,14%,0,-33%
Cc1ccc(-n2nnnc2SCC(=O)c2cc(C)n(-c3cc(C)on3)c2C)c(C)c1,1.1,-0.6,-2%,31%[activator],-4,10%,19%,0,-14%
Cc1cc(=O)n(CCO)c(O)c1C#N,0.0,1.8,13%,?,-15,-9%,?,3,-10%

# Structural class, the compounds so far containing an aryl thioether with sulfur outside any ring (2)
SMILES,D2 agonist,TRHR agonist,mIDH1 inhibitor,Pin1 inhibitor,D2 antagonist,TrxR1 substrate,TrxR1 inh,TRHR PAM,USP1-UAF1 inh
CC(=O)C(Sc1ncnc2sc3c(c12)CCCC3)C(C)=O,0.9,-1.6,-4%,-3%,13,1%[11.4 µM],12%[11.4 µM],-1,-22%
Cc1ccc(-n2nnnc2SCC(=O)c2cc(C)n(-c3cc(C)on3)c2C)c(C)c1,1.1,-0.6,-2%,31%[activator],-4,10%,19%,0,-14%

# Complete entries from above. Screens in order: D2 agonist | TRHR agonist | mIDH1 inhibitor | Pin1 inhibitor | D2 antagonist | TrxR1 substrate | TrxR1 inh | TRHR PAM | USP1-UAF1 inh
# CCc1ccc(NC(=O)CC(c2cc(OC)c(OC)c(OC)c2)N2Cc3ccccc3C2=O)cc1 (stereo not given) across the screens: -1.4 | -0.6 | -8% | 2% | · | 0% | 7% | 3 | -19%
# Cc1ccc2c(c1)N(S(=O)(=O)c1cc(-c3onc(C)c3C)ccc1C)CCO2 across the screens: 1.4&0.1 | 0.5&0.9 | -2%&0% | 2%&6% | 1 | -2% | 23% | 0&-6 | -10%&-24%

# Other results.
SMILES,D2 agonist,TRHR agonist,mIDH1 inhibitor,Pin1 inhibitor,D2 antagonist,TrxR1 substrate,TrxR1 inh,TRHR PAM,USP1-UAF1 inh
CC(=O)c1cccc(NC(=O)NNC(=O)c2ccc3ccccc3c2)c1,2.2,0.4,1%,-1%,0,2%,12%,2,-7%
Cc1cc(F)ccc1S(=O)(=O)N1CCCOC1CNC(=O)C(=O)NCc1cccnc1 (stereo not given),-0.4,0.0,1%,5%,-3,-6%,9%,-2,-8%
CCOc1ccc(CCNC(=O)C2CCCN(c3nn4c(=O)cc(C)nc4s3)C2)cc1OCC (stereo not given),-1.4,-0.5,4%,?,2,-2%,2%,1,-22%
O=C(Oc1ccc(-c2nnco2)cc1)N1CCOCC1,0.7,1.0,3%,0%,-4,5%,11%,2,-15%
CN(C)S(=O)(=O)c1ccc(C(=O)NC2CCCc3ccccc32)cc1 (stereo not given),-1.2,12,0%,-1%,-2,6%[57.1 µM],30%[57.1 µM],13,-22%
CC1CCN(S(=O)(=O)N2CCC(C(=O)NCc3ccc4c(c3)OCO4)CC2)CC1,-1.1,-2.1,4%,5%,1,8%,19%,-4,-11%
CCOc1ccc(N(CC(=O)Nc2ccc(C)cc2)S(=O)(=O)c2c(C)[nH]c(=O)[nH]c2=O)cc1,0.0,0.5,-5%,1%,7,8%,24%,1,-18%
Cc1ccc(NC(=O)COC(=O)CCc2c(C)nc3ncnn3c2C)cc1C,·,·,-10%,0%,·,3%,25%,·,7%
COc1ccccc1N1CCN(C(=O)C(C)NC(=O)c2ccco2)CC1 (stereo not given),0.2,-0.4,-3%,0%,-15,3%,10%,2,-18%
CCOC(=O)c1c(S(=O)(=O)Nc2ccc(F)cc2C)c(C)n(C)c1C,0.0,0.5,7%,-4%,0,3%,13%,10,-13%
Cc1ccccc1NC(=O)CS(=O)(=O)c1cccc2nsnc12,0.6,-0.6,-14%,2%,·,-4%[57.1 µM],1%[57.1 µM],0,-10%
O=C(Cc1c(F)cccc1Cl)Nc1ccccc1N1CCCCC1,-0.4,-1.6,2%,-2%,5,-7%,3%,-8,0%
COc1ccc(NC(=O)CSCC(=O)Nc2sccc2C#N)cc1,0.3,0.5,3%,44%[activator],-33,4%,-14%,4,-19%
CSc1ccccc1NC(=O)CN1CCCCC1,1.0,-1.2,-3%,-11%,24,6%[57.1 µM],21%[57.1 µM],-2,-12%
COc1ccc2c(-c3ccccc3)cc(SCC(=O)N(C)C)nc2c1,-0.4,-0.4,2%,10%,4,12%[57.1 µM],6%[57.1 µM],-11,-13%
Cc1ccc(-c2c3c(=O)n(C)c(=O)n(C)c3c3n2-c2ccccc2NC3c2ccc(C)cc2O)cc1 (stereo not given),-1.4,-1.0,2%,-1%,·,-17%,-9%,5,-27%
Cc1ccc(/C(O)=C2\C(=O)C(=O)N(C)C2c2ccccc2[N+](=O)[O-])cc1 (stereo not given),0.3,0.6,3%,?,5,4%[57.1 µM],6%[57.1 µM],5,-19%
CCN(CC)CCCNC(=O)C1c2ccccc2C(=O)N(C)C1c1ccc(OC)cc1 (stereo not given),0.0,2.1,6%,-1%,4,10%,18%,-2,-11%
CC(Oc1ccc2ccc(=O)oc2c1)C(=O)c1ccccc1 (stereo not given),-0.3,-0.2,10%,-1%,-3,7%[57.1 µM],-2%[57.1 µM],-1,-20%
CN(CC(=O)Nc1ccccc1C(F)(F)F)C(=O)CSc1nnc(N)s1,·,·,0%,-6%,·,-4%,17%,·,0%
Cc1ccc(CNC(=O)c2c3c(nc4ccccc24)C(=O)N(C2CCCCC2)C3)cc1,0.1,-0.3,-7%,-10%,·,-2%[57.1 µM],14%[57.1 µM],-1,-15%
CN(C)S(=O)(=O)N1CCC(Oc2ccc(C(=O)N3C[C@H]4CC[C@H]3C4)cc2)CC1,-0.2,0.1,8%,-2%,-11,-7%,-5%,14,-18%
CCN(CC)S(=O)(=O)c1ccc(Cl)c(NC(=O)COC(=O)c2ccc([N+](=O)[O-])o2)c1,0.2,0.3,13%,2%,2,2%,?,-1,?
CCOc1ccccc1CN1CCN(Cc2ccon2)CC1CCO (stereo not given),0.2,0.5,-5%,4%,4,1%,13%,-5,-1%
Cc1ccc(NC(=O)c2ccc(CN3C(=O)CCn4nc(C)cc43)cc2)c(Cl)c1,·,-0.2,11%,2%,·,3%,13%,-2,-26%
O=C(O)c1ccc(O)c(N2C(=O)Nc3ccccc3N2O)c1,·,0.7,3%,?,·,6%,18%[57.1 µM],7,-14%
Cc1ccc(OCC(=O)N2CCN(C(=O)c3cccs3)CC2)cc1,-0.2,0.2,4%,0%,4,4%,17%,-2,-21%
Cc1ccn2c(=O)cc(COc3ccc(NC(=O)C(C)(C)C)cc3)nc2c1,0.9,-0.4,5%,-4%,·,0%[57.1 µM],3%[57.1 µM],2,-6%
COc1ccc(S(=O)(=O)Nc2ccccc2C(=O)NCc2cccnc2)cc1C,·,0.6,-8%,6%,·,12%[57.1 µM],10%[57.1 µM],0,4%
COc1ccc(C(=O)COC(=O)/C=C/c2ccccc2)cc1,-0.1,-0.6,7%,1%,-20,7%,7%,3,0%

# Sorted by SMILES length (ascending): part of the list above
SMILES,D2 agonist,TRHR agonist,mIDH1 inhibitor,Pin1 inhibitor,D2 antagonist,TrxR1 substrate,TrxR1 inh,TRHR PAM,USP1-UAF1 inh
O=C(Oc1ccc(-c2nnco2)cc1)N1CCOCC1,0.7,1.0,3%,0%,-4,5%,11%,2,-15%
O=C(O)c1ccc(O)c(N2C(=O)Nc3ccccc3N2O)c1,·,0.7,3%,?,·,6%,18%[57.1 µM],7,-14%
CC1CCN(S(=O)(=O)N2CCC(C(=O)NCc3ccc4c(c3)OCO4)CC2)CC1,-1.1,-2.1,4%,5%,1,8%,19%,-4,-11%

# Other compounds:
SMILES,D2 agonist,TRHR agonist,mIDH1 inhibitor,Pin1 inhibitor,D2 antagonist,TrxR1 substrate,TrxR1 inh,TRHR PAM,USP1-UAF1 inh
CCOc1ccccc1NC1=C(Cl)C(=O)N(c2ccc(OC)cc2)C1=O,-0.8,-0.5,0%,-1%,10,-15%,-11%,-9,-1%
COC(=O)c1ccc(C2C(C(=O)c3ccc(C)o3)=C(O)C(=O)N2c2cc(C)on2)cc1 (stereo not given),-1.4,0.0,-20%,-1%,18,-12%,?,0,-11%
CN(CC(=O)NCCc1ccccc1)CC(=O)Nc1cccc(F)c1,·,·,-15%,0%,·,-3%,14%,·,-8%
CCCC(NC(=O)CCc1c(C)c2cc3c4c(oc3c(C)c2oc1=O)CCCC4)C(=O)O (stereo not given),0.1,-0.2,41µM*,?,1,12%,-8%,21,-17%
